Kir21 inh: inhibitors of mouse Kir2.1 inward-rectifier potassium channel | HEK293-Kir2.1, FluxOR thallium flux fluorescence; stronger effect = lower value | B-score at 10 µM | 310,000 tested, 0.85% active | AID 1672;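 active = fluorescence ratio B-score at or below minus 3 SD of library scores, with starting-brightness B-score within 2 SD, cut at about -4.2 in these data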;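 note: channel flux triggered by added potassium and thallium sulfate stimulus; B-score of peak minus minimum fluorescence over baseline after thallium stimulus; more negative B-score means stronger Kir2.1 block with less thallium influx; some compounds called inactive have numbers as strong as hits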
KCNQ2 inh: KCNQ2 potassium channel inhibitors, primary screen, cell-based, CHO-K1, FluxOR thallium flux, B-score (AID 2156); 20 min; stronger effect = lower value; B-score at 10 µM; 310,000 tested, 1.1% active;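 active = fluorescence ratio B-score at most minus 3 library SDs, with starting brightness B-score within 2 library SDs, cut at about -5.5 in these data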
Target sequence (O88943 whole entry, looked up): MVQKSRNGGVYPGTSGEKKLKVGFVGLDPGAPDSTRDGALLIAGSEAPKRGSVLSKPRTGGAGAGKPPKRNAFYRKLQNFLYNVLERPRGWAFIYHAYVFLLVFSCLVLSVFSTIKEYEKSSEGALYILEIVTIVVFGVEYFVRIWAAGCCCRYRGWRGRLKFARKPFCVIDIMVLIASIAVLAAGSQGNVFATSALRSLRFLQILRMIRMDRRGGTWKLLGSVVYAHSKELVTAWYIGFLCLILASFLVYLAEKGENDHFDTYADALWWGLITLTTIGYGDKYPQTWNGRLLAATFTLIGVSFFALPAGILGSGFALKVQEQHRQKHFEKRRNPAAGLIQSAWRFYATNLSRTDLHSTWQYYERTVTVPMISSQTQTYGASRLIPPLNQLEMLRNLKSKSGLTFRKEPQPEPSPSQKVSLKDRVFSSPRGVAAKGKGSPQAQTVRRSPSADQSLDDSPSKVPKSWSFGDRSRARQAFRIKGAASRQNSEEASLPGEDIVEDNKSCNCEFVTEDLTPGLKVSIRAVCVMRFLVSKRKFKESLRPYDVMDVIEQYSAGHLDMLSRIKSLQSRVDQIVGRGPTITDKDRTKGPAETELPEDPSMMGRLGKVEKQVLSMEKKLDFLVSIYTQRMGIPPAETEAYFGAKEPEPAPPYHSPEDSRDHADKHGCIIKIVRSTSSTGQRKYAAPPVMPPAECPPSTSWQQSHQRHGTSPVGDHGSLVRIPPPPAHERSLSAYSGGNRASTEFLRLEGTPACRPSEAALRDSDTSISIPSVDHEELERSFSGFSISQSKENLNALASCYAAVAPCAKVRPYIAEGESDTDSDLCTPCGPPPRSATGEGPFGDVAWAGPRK
* marks the source's active call; other numbers are inactive results; i = inactive.

COc1ccc(OC)c(N(CC(=O)Nc2ccc(NC(C)=O)cc2)S(C)(=O)=O)c1
  Kir21 inh: -0.63	KCNQ2 inh: i

CN(c1cccc(NS(=O)(=O)c2ccccc2)c1)S(C)(=O)=O
  Kir21 inh: 0.03	KCNQ2 inh: i

Cc1ccc(C)n1N1C(=O)/C(=C\c2ccc(Cl)cc2)SC1=S
  Kir21 inh: 1.3	KCNQ2 inh: i

Cc1ccc(-c2ccc(=O)n(CC(=O)NCCN3C(C)CCCC3C)n2)cc1 (stereo not given)
  Kir21 inh: 0.36	KCNQ2 inh: i

COc1cc(/C=N\NC(=O)c2ccc(-c3ccccc3)cc2)cc(Br)c1O
  Kir21 inh: -0.13	KCNQ2 inh: i

COc1ccc(/C=C2/CCc3ccccc3C2=O)cc1CN1CCOCC1
  Kir21 inh: -0.66	KCNQ2 inh: i

Cc1ccc(S(=O)(=O)CCC(=O)N(CCN2CCOCC2)c2nc3ccccc3s2)cc1
  Kir21 inh: -0.68	KCNQ2 inh: i

O=C(COc1ccc([N+](=O)[O-])cc1)NCCc1nc2ccccc2[nH]1
  Kir21 inh: -0.39	KCNQ2 inh: i

COc1ccc(CCc2cc(OC)cc(=O)o2)cc1
  Kir21 inh: -3	KCNQ2 inh: i

Cc1ccc2oc(=O)c(/C=C(\O)C(C)(C)C)nc2c1
  Kir21 inh: 1.4	KCNQ2 inh: i

OCC1(CCc2ccccc2)CCN(Cc2cc(F)ccc2-n2cccn2)CC1
  Kir21 inh: -3.2	KCNQ2 inh: i

CC(C)(C)c1nnc(NC(=O)CS(=O)(=O)Cc2ccccc2)s1
  Kir21 inh: -1.3	KCNQ2 inh: i

CC(=O)Nc1cc(-c2ccccc2)nn1Cc1ccc(Cl)cc1
  Kir21 inh: 1.1	KCNQ2 inh: i

COC(=O)[C@@]12CCCN1[C@H](c1ccc(-c3cccc(Cl)c3)cc1)[C@H]1C(=O)N(C)C(=O)[C@H]12
  Kir21 inh: -0.98	KCNQ2 inh: i

CC(=O)Nc1ccc(/C=N/NC(=O)c2cc3cc(C)ccc3nc2C)cc1
  Kir21 inh: -0.4	KCNQ2 inh: i

Rewritten in markdown: two of the compounds above
| Compound | Kir21 inh | KCNQ2 inh |
| --- | --- | --- |
| OCC1(CCc2ccccc2)CCN(Cc2cc(F)ccc2-n2cccn2)CC1 | -3.2 | i |
| CC(=O)Nc1cc(-c2ccccc2)nn1Cc1ccc(Cl)cc1 | 1.1 | i |

The main list resumes with the six entries that preceded the break.
Cc1ccc2oc(=O)c(/C=C(\O)C(C)(C)C)nc2c1
  Kir21 inh: 1.4	KCNQ2 inh: i

OCC1(CCc2ccccc2)CCN(Cc2cc(F)ccc2-n2cccn2)CC1
  Kir21 inh: -3.2	KCNQ2 inh: i

CC(C)(C)c1nnc(NC(=O)CS(=O)(=O)Cc2ccccc2)s1
  Kir21 inh: -1.3	KCNQ2 inh: i

CC(=O)Nc1cc(-c2ccccc2)nn1Cc1ccc(Cl)cc1
  Kir21 inh: 1.1	KCNQ2 inh: i

COC(=O)[C@@]12CCCN1[C@H](c1ccc(-c3cccc(Cl)c3)cc1)[C@H]1C(=O)N(C)C(=O)[C@H]12
  Kir21 inh: -0.98	KCNQ2 inh: i

CC(=O)Nc1ccc(/C=N/NC(=O)c2cc3cc(C)ccc3nc2C)cc1
  Kir21 inh: -0.4	KCNQ2 inh: i

Cc1cc2cc3c(cc2nc1SCC(=O)N1c2ccccc2CC1C)OCO3 (stereo not given)
  Kir21 inh: 1	KCNQ2 inh: i

CCc1ccc(NC(=O)NCC2CCN(c3ccc(OC)cc3)C2)cc1 (stereo not given)
  Kir21 inh: -1.3	KCNQ2 inh: i

COc1ccc(C(=O)CSc2nnc(Cn3nnc4ccccc43)n2C)cc1
  Kir21 inh: 1.4	KCNQ2 inh: i

CC1=C(NCCc2ccccc2)CCC1=O
  Kir21 inh: 0.31	KCNQ2 inh: i

CC(=O)NCc1ccc(S(=O)(=O)NC2CCN(Cc3ccccc3)CC2)cc1
  Kir21 inh: -0.47	KCNQ2 inh: i

C[C@@H](C(=O)Nc1cccc(S(=O)(=O)N2CCOCC2)c1)N1C(=O)C2CC=CCC2C1=O (stereo not given in full)
  Kir21 inh: -1.2	KCNQ2 inh: i

Cc1onc(-c2ccccc2Cl)c1C(=O)N(C)Cc1ccccc1
  Kir21 inh: 0.68	KCNQ2 inh: i

O=C(NNC(=O)c1ccccc1Br)c1cccc(Cl)c1
  Kir21 inh: 0.49	KCNQ2 inh: i

Cc1ccccc1NC(=O)CCc1c(C)nn(-c2ccc(N3CCOCC3)nn2)c1C
  Kir21 inh: 0.04	KCNQ2 inh: i

CC(NC(=O)Cn1cccc1)c1ccccc1 (stereo not given)
  Kir21 inh: 0.36	KCNQ2 inh: i

O=C(O)c1ccc(/C=N/Nc2ccc(Cl)nn2)cc1
  Kir21 inh: 1.6	KCNQ2 inh: i

CCOC(=O)c1ccc(Cn2c(-c3ccccc3)nnc2-c2ccccc2)o1
  Kir21 inh: 0.22	KCNQ2 inh: i

Cc1ccc(NNc2c(C)nc3ccccc3nc2=O)cc1
  Kir21 inh: 1.6	KCNQ2 inh: i

CCOC(=O)c1sc2nc[nH]c(=O)c2c1C
  Kir21 inh: -0.36	KCNQ2 inh: i

Cc1nn(-c2ccccc2)c2sc(C(=O)N3CCOCC3)cc12
  Kir21 inh: -1.1	KCNQ2 inh: i

Among those listed so far, these contain a thiophene ring, fused or not.
CCOC(=O)c1sc2nc[nH]c(=O)c2c1C
  Kir21 inh: -0.36	KCNQ2 inh: i

Cc1nn(-c2ccccc2)c2sc(C(=O)N3CCOCC3)cc12
  Kir21 inh: -1.1	KCNQ2 inh: i

New compounds follow
CN(CC(=O)NC1CCCC1)S(=O)(=O)c1cnc[nH]1
  Kir21 inh: -0.87	KCNQ2 inh: i

CCc1nc2ccc(C(=O)N3CCN(c4ccccc4)CC3)cc2nc1CC
  Kir21 inh: 0.04	KCNQ2 inh: i

O=Cc1ccc(N2CCCC2)c([N+](=O)[O-])c1
  Kir21 inh: 1	KCNQ2 inh: i

CCC(=O)NNC(=O)CCC(=O)Nc1ccc(C)cc1C
  Kir21 inh: -1	KCNQ2 inh: i

CCCOc1ccc(C2CC(=O)NC2=O)cc1 (stereo not given)
  Kir21 inh: 0.11	KCNQ2 inh: i

COc1cccc(C(=O)N2CCC(n3nccc3NC(=O)C3CCOC3)CC2)c1 (stereo not given)
  Kir21 inh: 0.41	KCNQ2 inh: i

COc1ccc(-c2cc(C(=O)NCC(c3ccccc3)N(C)C)c3ccccc3n2)cc1OC (stereo not given)
  Kir21 inh: 0.92	KCNQ2 inh: i

Cc1ccc(-c2csc(NC(=O)c3ccc(Br)cc3)c2C(=O)O)cc1
  Kir21 inh: 0.2	KCNQ2 inh: i

COc1ccc(N=c2oc3ccccc3cc2C(=O)Nc2ccccn2)cc1OC
  Kir21 inh: -0.59	KCNQ2 inh: i

C/C(=N\NC(=O)c1ccncc1)C12CC3CC(CC(C3)C1)C2
  Kir21 inh: 1.9	KCNQ2 inh: i

O=C1NC(=S)N/C1=C/c1ccc2ccccc2c1
  Kir21 inh: 1.9	KCNQ2 inh: i

CC(=O)Nc1cccc(-n2nnc(SCC(N)=O)n2)c1
  Kir21 inh: 0.8	KCNQ2 inh: i

COc1cc(CN2CCCC(C(=O)N3CCc4ccccc4C3)C2)cc(OC)c1OC (stereo not given)
  Kir21 inh: -1.5	KCNQ2 inh: i

COc1ccc(S(=O)(=O)Nc2nnc(Cc3ccc(OC)c(OC)c3)s2)cc1
  Kir21 inh: 1.2	KCNQ2 inh: i

CC1CN(C(=O)c2cccn(Cc3c(Cl)cccc3Cl)c2=O)CC(C)O1 (stereo not given)
  Kir21 inh: 2.1	KCNQ2 inh: i

CCN1CCN(C(c2cc3cccc(C)c3[nH]c2=O)c2nnnn2Cc2ccccc2)CC1 (stereo not given)
  Kir21 inh: 1.2	KCNQ2 inh: i

Cc1cccc(OCC(=O)Nc2ccncc2)c1
  Kir21 inh: 0.79	KCNQ2 inh: i

CC(=O)Nc1ccc(-c2csc(NC(C)c3ccccc3)n2)cc1 (stereo not given)
  Kir21 inh: -0.78	KCNQ2 inh: i

Cc1ccccc1NC(=O)c1ccc2nccnc2c1
  Kir21 inh: 0.46	KCNQ2 inh: i

O=C(NCc1ccccc1)/C(=C\c1ccc(O)cc1)NC(=O)c1ccco1
  Kir21 inh: -1.1	KCNQ2 inh: i

CC(=O)c1ccc(OCCCC(=O)n2nnc3ccccc32)cc1
  Kir21 inh: 0.33	KCNQ2 inh: i

CCN(CC)S(=O)(=O)c1ccc(C(=O)Nc2ccc3c(c2)OCCO3)cc1
  Kir21 inh: 1.3	KCNQ2 inh: i

CSc1ccc(S(=O)(=O)Nc2ccc3c4c(cccc24)CC3)cc1
  Kir21 inh: -0.72	KCNQ2 inh: i

CCCS(=O)(=O)c1nc(C)cc(C)c1S(C)(=O)=O
  Kir21 inh: -0.02	KCNQ2 inh: i

CCOC(=O)c1cccc(NC(=O)CCc2nnc3ccc(N4CCN(C)CC4)nn23)c1
  Kir21 inh: -0.52	KCNQ2 inh: i

COc1ccc(NC2CCCN(C(=O)CN3CCOC3=O)C2)cc1 (stereo not given)
  Kir21 inh: 1.1	KCNQ2 inh: i

O=C(N/N=C/C1CC2C=CC1C2)c1ccccc1O (stereo not given)
  Kir21 inh: 1.6	KCNQ2 inh: i

COc1ccc(Cn2c(CCC(=O)Nc3ccc(C)cc3)nc3cccnc32)cc1
  Kir21 inh: 0.55	KCNQ2 inh: i

CCOC(=O)C1CCCN(C(=O)c2ccco2)C1 (stereo not given)
  Kir21 inh: 0.84	KCNQ2 inh: i

COC(=O)CSc1cccc2c1C(=O)CC2c1ccccc1 (stereo not given)
  Kir21 inh: -1	KCNQ2 inh: i

3 entries picked at random from the list so far, as already listed:
COc1ccc(Cn2c(CCC(=O)Nc3ccc(C)cc3)nc3cccnc32)cc1
  Kir21 inh: 0.55	KCNQ2 inh: i

CCOC(=O)C1CCCN(C(=O)c2ccco2)C1 (stereo not given)
  Kir21 inh: 0.84	KCNQ2 inh: i

CC(=O)Nc1ccc(-c2csc(NC(C)c3ccccc3)n2)cc1 (stereo not given)
  Kir21 inh: -0.78	KCNQ2 inh: i

More structures.
Cc1nc2c3ccccc3nc(NNC(=O)CCC(=O)NCCC(C)C)n2n1
  Kir21 inh: 0.26	KCNQ2 inh: i

COc1cc(C)c(C)cc1S(=O)(=O)N1CCCCC1c1cccnc1 (stereo not given)
  Kir21 inh: -0.58	KCNQ2 inh: i

O=C(NCc1cc(F)cc(C(F)(F)F)c1)C1CCC(=O)N(C2CCCC2)C1 (stereo not given)
  Kir21 inh: -0.99	KCNQ2 inh: i

CCCNC(=O)c1ccccc1N1CCN(CCCCN2C(=O)C3CCCCN3C2=O)CC1 (stereo not given)
  Kir21 inh: -0.75	KCNQ2 inh: i

CCOC(=O)c1nn(-c2ccccc2)c(=O)cc1SC(C)CC (stereo not given)
  Kir21 inh: 1.4	KCNQ2 inh: i

COc1cccc(CNC(=O)c2cccc(NC(=O)C3=C(C)OCCS3)c2)c1
  Kir21 inh: 1.5	KCNQ2 inh: i

COCCCn1c(=O)c2ccccc2n(Cc2cc(C(=O)OC)ccc2OC)c1=O
  Kir21 inh: -0.95	KCNQ2 inh: i

COc1ccc(NC(=O)NNS(=O)(=O)c2ccc(OC)c(OC)c2)c(OC)c1
  Kir21 inh: 0.54	KCNQ2 inh: i

CCCNC(=O)C1(CC2CC(c3ccccc3)=NO2)CCN(C(=O)C2(C)CC2)CC1 (stereo not given)
  Kir21 inh: -0.03	KCNQ2 inh: i

CC(C)c1ccc2[nH]c3nc(SCC(=O)N4CCOCC4)nnc3c2c1
  Kir21 inh: -0.06	KCNQ2 inh: i

Cc1c(C=O)c2ccccn2c1C(=O)c1ccc(F)cc1
  Kir21 inh: -0.15	KCNQ2 inh: i

CCN(CC)S(=O)(=O)c1ccc2c(c1)nc(CCC(=O)OCC(=O)Nc1c(F)cccc1F)n2C
  Kir21 inh: -1.8	KCNQ2 inh: i

High-throughput results deposited in PubChem BioAssay by Johns Hopkins Ion Channel Center.
